# Screening results from PubChem BioAssay.
# Peg3 imprint – genomic imprint erasure induction. mouse ES Peg3-LacZ reporter, beta-gal luminescence, 40 h. Potency, µM (series often up to 60.7 µM), without a hit: at the highest dose activity change, positive = activation, hits mostly activators. 110,000 tested, 0.02% active. AID 1948;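 further: 0% = negative control wells on the plate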
#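 Gelatin-coated wells received 300 freshly trypsinized female ES cells with a Peg3LacZ-Neo reporter on the maternal allele, then incubated 40 hours at 37C. BetaGlo was added for 5 minutes at room temperature before a single luminescence read.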
# IkB signaling – inhibitors of IkB signaling in ABC-DLBCL cells; Potency, µM (titrated, usually from 57.1 µM), inactives show at the top dose IkBa stabilization activation; 110,000 tested, 0.04% active; ABC-DLBCL IkBa-CBG/CBR dual luciferase ratio, 4 h; response scale: scaled: untreated 0%, proteasome inhibitor 100%; AID 445; active means well fitted curve in the direction sought with a large enough effect in the signal ratio, not every such curve was filed as active; inconclusive means small, poorly fitted or top-dose-only effect, or a change in a side signal; the % refers to the signal ratio;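 further: the direction sought is a rising ratio; 0% = basal untreated cells and 100% = reference inhibitor full response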
#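 Curves were fitted separately to fusion (green), unfused (red) and ratio luminescence, then classed by r2, magnitude and activity. Cells: OCI-Ly3, 4 h compound plus doxycycline at 37C; 10 uM MG-132 defined full response.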
# p53ts 32C tox – p53ts cell cytotoxicity, permissive temperature. AID 924. H1299-p53A138V at 32C, ATP luminescence viability, 24 h. 130,000 tested, 0.93% active. Potency, µM (highest dose often 46.1 µM), without a hit: top-dose activity change, negative = cytotoxicity, hits mostly cytotoxic;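 further: 0% = DMSO and -100% = full killing by reference compound; nearly all actives have a fitted effect of over 55% in size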
#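 ATP-content luminescence (ATPlite) read-out after 24 h compound exposure at 32C in H1299-p53A138V cells (600/well). Tested up to 46 uM. Normalized to DMSO (0%) and 100 uM tamoxifen (100% killing); Hill-fit AC50.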
# p53ts 39C tox – cytotoxicity in p53ts cells at nonpermissive temperature; H1299-p53A138V viability at 39C, ATP luminescence, 24 h; Potency, µM (top dose mostly 46.1 µM), for the others: at the top dose activity change, negative = cell killing, usual class: cytotoxic; 130,000 tested, 1.5% active; further: nearly all actives have a fitted effect of over 55% in size
# * = called active by the depositor; ? = inconclusive; . = not tested or not shown; [ ] = dose if it differs, or a comment. Unless noted, the call rests on the fitted dose curve; in most records, active means well fitted curve in the direction sought with a large enough effect; inconclusive means small, poorly fitted or top-dose-only effect, or another doubt; inactive means no such curve, though single readings can be large; an effect the other way counts as inactive or inconclusive. Unless noted, on the % scale 0 is the no-effect control and ±100 the full control effect; potency means the concentration at half of the fitted maximal effect.
SMILES,Peg3 imprint,IkB signaling,p53ts 32C tox,p53ts 39C tox
CCc1ccc(OCC2c3cc(OC)c(OC)cc3CCN2C(=O)c2ccc(S(=O)(=O)N3CCCC3)cc2)cc1 (stereo unspecified),-9%[10.9 µM],0.8%,6%,-17%
COc1cc(-c2nc3cnccc3n2C)cc(OC)c1OC,-8%,2.4%,9%,-7%
CCOC(=O)c1ccccc1NC(=O)Cc1c(C(=O)O)c(C)cn1C,-4%[10.9 µM],1.0%,6%,-12%
CC(=O)Oc1ccccc1C(=O)Oc1ccc(/C=N/n2cnnc2)cc1,-72%[inhibitor],-6.2%,-8%,-1%
O=S(=O)(Nc1ccc(-c2ccc(N3CCCCCC3)nn2)cc1)c1cccc(C(F)(F)F)c1,19%[10.9 µM],-0.6%,-12%,-12%
CC(C)COc1cccc(C(=O)Nc2ccc(-c3nc4ncccc4o3)cc2)c1,-11%[10.9 µM],2.9%,-1%,25%
Cc1ccc(S(=O)(=O)N(C)Cc2nc(-c3ccccn3)no2)cc1,-3%,0.3%,15%,23%
CC(=O)c1ccc(OCCCC(=O)OCC(=O)N2CCN(c3ccccc3)CC2)cc1,-22%,-0.4%,0%,5%
O=c1cc(N2CCc3ccccc3C2)[nH]c(=O)n1Cc1ccc(F)cc1,-6%,-2.0%,-1%,6%
CCCCc1ccc(-n2nc3ccc(NC(=O)c4cc5ccccc5o4)cc3n2)cc1,-3%[10.9 µM],-1.2%,-2%,23%
Cc1cc(C)c(NC(=O)CN(c2ccccc2)S(=O)(=O)N(C)C)c(C)c1,-10%[10.9 µM],-0.1%,-9%,-3%
Cc1ccc2c(c1)[C@H]1OCC[C@H]1[C@@H](c1ccncc1)N2,2%,-2.6%,-4%,11%
COc1ccc(CCNC(=O)CCn2c(=O)c3cccn3c3cccnc32)c(OC)c1OC,-5%[10.9 µM],-1.5%,4%,2%
CCC(=O)N1CCc2cc(S(=O)(=O)NC(CC(C)C)C(=O)NCc3cccc(OC)c3)ccc21 (stereo unspecified),-13%[10.9 µM],-0.6%,11%,-10%
CSc1nc2c(c(=O)n1Cc1ccccc1)SC(C)C2 (stereo unspecified),-7%,0.0%,21%,-4%
CCOC(=O)Cc1csc(NC(=O)c2cnc3scc(C)n3c2=O)n1,1%,-0.8%,4%,-6%
COc1ccc2cc(C(c3nnnn3C(C)(C)C)N3CCc4ccccc4C3)c(=O)[nH]c2c1 (stereo unspecified),-16%,2.1%,22%,-14%
CCCCn1c(SCC(=O)N2c3ccccc3Sc3ccccc32)nc2c1c(=O)n(C)c(=O)n2C,.,.,7%,29%
CC1CCN(S(=O)(=O)c2ccc3c(c2)c(=O)c(C(=O)N2CCN(c4cccc(Cl)c4)CC2)cn3C)CC1,-9%[10.9 µM],1.0%,-3%,6%
Cn1cc(-c2nc3cncnc3n(Cc3ccccc3Cl)c2=O)c2ccccc21,-11%,-3.8%[11.4 µM],-3%,1%

# Fetched by compound from above (3):
SMILES,Peg3 imprint,IkB signaling,p53ts 32C tox,p53ts 39C tox
COc1cc(-c2nc3cnccc3n2C)cc(OC)c1OC,-8%,2.4%,9%,-7%
CSc1nc2c(c(=O)n1Cc1ccccc1)SC(C)C2 (stereo unspecified),-7%,0.0%,21%,-4%
O=S(=O)(Nc1ccc(-c2ccc(N3CCCCCC3)nn2)cc1)c1cccc(C(F)(F)F)c1,19%[10.9 µM],-0.6%,-12%,-12%

# The list goes on.
SMILES,Peg3 imprint,IkB signaling,p53ts 32C tox,p53ts 39C tox
C=CCn1c(C)cc(C(=O)CSc2nnc(-c3cccc(S(=O)(=O)N(CC)CC)c3)o2)c1C,-8%,1.2%,-6%,-11%
Cc1[nH]c(=O)[nH]c(=O)c1S(=O)(=O)N1CCCC(C(=O)NCCc2ccccc2)C1 (stereo unspecified),1%,-0.6%,-2%,-10%
C[C@@H](C(=O)Nc1ccc2ccccc2c1)[C@H]1C[C@]1(C)[C@H](NS(=O)(=O)c1ccccc1)c1ccccc1,-12%,.,4%,-9%
CSCCC(NS(=O)(=O)c1ccc2c(c1)oc(=O)n2C)C(=O)NCc1ccc(Cl)cc1 (stereo unspecified),-5%[10.9 µM],0.6%,1%,42%[activator]
O=C(Nc1ccc(F)c(Cl)c1)C1CCCN(c2cnccn2)C1 (stereo unspecified),-6%[10.9 µM],?,2%,3%
COc1ccc(-c2[nH]c(-c3cccc(OC)c3)nc2SCC(=O)NCc2ccco2)cc1,-10%,?,-7%,20%
Cc1ccccc1-n1nc(CO)c(C(=O)NCC(c2ccccc2)c2ccccc2)n1,-11%[10.9 µM],?,46%[activator],?
COc1cc(OC)cc(C(=O)Nc2ccc(S(=O)(=O)N3CCCCC3c3cccnc3)cc2)c1 (stereo unspecified),10%[10.9 µM],?,-7%,-14%
COc1cccc(-c2nnc(SCC(=O)Nc3ccc4c(c3)OCCO4)n2Cc2ccco2)c1,-18%,0.0%,2%,10%
COc1ccc(OC)c(-n2cnnn2)c1,-10%,-1.1%,2%,15%
CCN(CC)c1ccc(C(=O)Nc2ccc3nc(N(CC)CC)cc(C)c3c2)cc1,-11%[10.9 µM],?,-4%,-9%
COc1cc(CN(CC2CCCO2)C(=O)c2ccccc2F)cc(OC)c1OC (stereo unspecified),-5%[10.9 µM],?,3%,-4%
COc1cc(NC(=O)N2c3ccccc3Sc3ccccc32)cc(OC)c1,-14%[10.9 µM],?,9%,-6%
CCCOc1ccc(N2C(=O)CC(N3CCN(c4ccccc4F)CC3)C2=O)cc1 (stereo unspecified),15%,0.2%,-2%,-6%
CCCOc1ccc(C(=O)NCC2OCCc3ccccc32)cc1 (stereo unspecified),5%[10.9 µM],?,-10%,-7%
Cc1ccc(S(=O)(=O)C2(C(=O)Nc3cccnc3)CC2)cc1,-6%,-0.2%,7%,1%
CC(C)N(C(=O)CSc1nnc(CNc2ccc(F)cc2)o1)C(C)C,.,.,-10%,-13%
CCCCc1nn2c(=O)cc(COC(=O)c3cccs3)nc2s1,-10%[10.9 µM],?,-3%,-12%
Cn1c(=O)c2c(nc(Br)n2CC(=O)C23CC4CC(CC(C4)C2)C3)n(C)c1=O,-10%,3.0%,1%,2%
COc1cccc(NC(=O)CC2NCCNC2=O)c1 (stereo unspecified),-2%[10.9 µM],3.9%,4%,13%

# Continued; it opens with the 4 that closed the last part.
SMILES,Peg3 imprint,IkB signaling,p53ts 32C tox,p53ts 39C tox
CC(C)N(C(=O)CSc1nnc(CNc2ccc(F)cc2)o1)C(C)C,.,.,-10%,-13%
CCCCc1nn2c(=O)cc(COC(=O)c3cccs3)nc2s1,-10%[10.9 µM],?,-3%,-12%
Cn1c(=O)c2c(nc(Br)n2CC(=O)C23CC4CC(CC(C4)C2)C3)n(C)c1=O,-10%,3.0%,1%,2%
COc1cccc(NC(=O)CC2NCCNC2=O)c1 (stereo unspecified),-2%[10.9 µM],3.9%,4%,13%
Cc1cc(NC(=O)CSc2nc(C(C)C)nc3sc(C)c(C)c23)no1,-5%,-0.1%,2%,-1%
Cc1nc(NCC2CCCO2)c2nnn(Cc3ccccc3Cl)c2n1 (stereo unspecified),-9%,0.7%,-5%,10%
COc1ccc2c(c1)CCc1c(C(=O)N3CCCc4ccccc43)noc1-2,-24%,?,-7%,-9%
C/C(=N\NC(=S)NCCc1ccccc1)c1ccc(C)cc1,.,.,17%,7%
COc1ccc(N2COC3c4cccc5cccc(c45)C32)cc1 (stereo unspecified),.,.,-4%,0%
CCCc1noc2c1C(c1ccoc1)C(C#N)=C(N)N2 (stereo unspecified),-19%,6.8%,-16%,41%[activator]
O=C(NCC1CCCO1)C(c1ccc(F)cc1)N(Cc1ccc(F)cc1)C(=O)Cn1nnc(-c2cccs2)n1 (stereo unspecified),.,.,9%,19%
CC(=O)c1cccc(S(=O)(=O)N2CCN(c3nc4cc(C)cc(C)c4cc3C#N)CC2)c1,-14%,-0.9%,-1%,0%
CC(=O)c1cccc(NC(=O)CN2C(=O)CCc3cc(S(=O)(=O)N4CCCCC4)ccc32)c1,-8%[10.9 µM],1.2%,8%,-6%
COC(=O)c1ccc(NC(=O)CSc2ncc3c(n2)-c2cc(Cl)ccc2N(Cc2ccccc2)S3(=O)=O)cc1,?,3.7%,-1%,-1%
COc1ccccc1-c1cc(NCc2cnc(C)cn2)ncn1,1%,-0.1%[11.4 µM],16%,-2%
COc1ccc(C(CC(=O)Nc2nccs2)n2cccc2)cc1 (stereo unspecified),-50%[inhibitor],?,?,?
O=C(NC(O)C(=O)c1cccs1)c1cccnc1 (stereo unspecified),-22%,0.6%,0%,9%
CCc1nnc(NC(=O)CSc2nccn2Cc2ccc(Cl)cc2)s1,5%[10.9 µM],-0.5%,3%,-4%
CCCS(=O)(=O)c1ncc(Cl)c(C(=O)Nc2c(C(=O)Nc3ccccc3)oc3ccccc23)n1,-39%[inhibitor][10.9 µM],?,?,6.3µM*
COC(=O)C1C(=O)C=C(N2CCOCC2)CC1(C)C (stereo unspecified),-6%,0.8%,4%,-4%
CCOc1ccc(CCNC(=O)Cn2c(-c3nonc3N)nc3ccccc32)cc1OCC,-10%,0.9%,-11%,-18%
Cc1ccc2c(CSc3nncs3)cc(=O)oc2c1,-4%,?,-9%,-22%
Cc1cccc(-c2noc(-c3ccc(NCC4CCCO4)c([N+](=O)[O-])c3)n2)c1 (stereo unspecified),-18%[10.9 µM],-0.2%,-18%,8%
COc1nc(NC2CCCCC2)nc(N2CCCCCC2)n1,.,.,17%,13%
Nc1c(C(=O)Nc2cccc(Cl)c2Cl)sc2nc(-c3cccnc3)ccc12,.,.,13%,26%
CCOc1ccccc1CC1C(=O)Nc2ccc(Br)cc21 (stereo unspecified),-14%[10.9 µM],?,21%,?
O=C(Cn1cnc2c(cnn2-c2ccccc2)c1=O)c1ccc(Cl)cc1,-11%,-0.4%,8%,-20%
O=C(c1ccc(C(=O)N2CCCc3ccccc32)nc1)N1CCCc2ccccc21,-4%,1.1%,-2%,6%
Cc1cccc(Cn2nc(C)n3c(cc4cc(C)ccc43)c2=O)c1,4%[10.9 µM],0.0%,7%,-23%
CCOc1ccc2c(C)nc(NC3=NC(C)(C)C=C(C)N3)nc2c1,.,.,5%,16%
Cc1ccc2oc(C(=O)Nc3sc4c(c3C(=O)NCc3ccccc3)CCCC4)cc(=O)c2c1,0%[10.9 µM],-2.8%,-6%,-6%
CCc1ccc(S(=O)(=O)c2nnn3c2nc(N(CC)Cc2ccccc2)c2cc(Cl)ccc23)cc1,-16%[10.9 µM],0.0%,16%,-11%
CN1CCN(CC(=O)Nc2ccc(Cl)cc2Cl)CC1,-10%,0.5%,0%,0%
COC(=O)c1sc(N)c(C(=O)OC)c1CSc1nnc(-c2ccccc2Cl)n1C,-10%,0.4%,-1%,-16%
CCNc1ncc2nc(-c3ccccc3)c(=O)n(-c3ccc(OC)cc3)c2n1,.,-7.3%[11.4 µM],-6%,-1%
Cc1ccc(C)c(N2CCN(Cc3nnc(-c4ccccc4)o3)CC2)c1,-6%[10.9 µM],?,6%,-19%
COc1ccc(Nc2nc3ccc(Cl)cc3n3nnnc23)cc1OC,-4%[10.9 µM],3.0%,-1%,-26%
CCC(CC)C(=O)Nc1cccc(-c2nc3ccccc3s2)c1,-12%[10.9 µM],-0.8%,0%,12%
Cc1cc(NC2C3CC4CC(C3)CC2C4)n2nnnc2n1 (stereo unspecified),-6%,0.0%,-3%,-14%
Nc1ccnc(C(F)(F)F)c1C(=O)c1ccccc1,14%,2.6%,6%,-3%
Cc1cccc(NC(=O)CSc2nc(C)c(Cc3ccccc3)c(=O)[nH]2)c1C,-8%[10.9 µM],?,2%,0%
O=C(CN(Cc1ccccc1)C(=O)c1ccco1)NCc1ccc(F)cc1,.,1.4%,-1%,-3%
Cc1occc1-c1nnc(SCC(=O)N2c3ccccc3CCc3ccccc32)n1C,?,2.9%,-3%,-6%
CC(NS(C)(=O)=O)C(c1cccs1)N1CCN(c2ccc(F)cc2)CC1 (stereo unspecified),-17%,-0.1%,9%,3%
COC(=O)C/C=C\[C@@H](C)[C@H]1C=C[C@H](O)[C@@H](CO)O1,.,.,5%[9.22 µM],4%[9.22 µM]
CCc1cccc(NC(=O)c2coc(=O)c3ccccc23)c1,2%[10.9 µM],-2.3%,-2%,4%
CCc1ccc(C2=C(C)C(N3CCC(C(=O)NCc4ccccc4)CC3)=NS2(=O)=O)cc1,-11%[10.9 µM],-2.4%,-13%,-18%
